# Screens as filed in PubChem BioAssay.
# CHT inh: inhibitors of human choline transporter CHT; High affinity choline transporter 1 (Homo sapiens), Q9GZV3; CHT-expressing cells, membrane potential dye, choline response; stronger effect = lower value; B-score at 10 µM; hit rate 0.86% among 310,000; AID 488975, 2010;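 active means B-score over 3 SD under the library average, and starting fluorescence ratio not unusually high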;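 further: choline stimulus applied at its EC90 after an EC20 pre-addition; B-score computed on integrated fluorescence ratio after choline addition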
# Target sequence (Q9GZV3 whole entry, looked up): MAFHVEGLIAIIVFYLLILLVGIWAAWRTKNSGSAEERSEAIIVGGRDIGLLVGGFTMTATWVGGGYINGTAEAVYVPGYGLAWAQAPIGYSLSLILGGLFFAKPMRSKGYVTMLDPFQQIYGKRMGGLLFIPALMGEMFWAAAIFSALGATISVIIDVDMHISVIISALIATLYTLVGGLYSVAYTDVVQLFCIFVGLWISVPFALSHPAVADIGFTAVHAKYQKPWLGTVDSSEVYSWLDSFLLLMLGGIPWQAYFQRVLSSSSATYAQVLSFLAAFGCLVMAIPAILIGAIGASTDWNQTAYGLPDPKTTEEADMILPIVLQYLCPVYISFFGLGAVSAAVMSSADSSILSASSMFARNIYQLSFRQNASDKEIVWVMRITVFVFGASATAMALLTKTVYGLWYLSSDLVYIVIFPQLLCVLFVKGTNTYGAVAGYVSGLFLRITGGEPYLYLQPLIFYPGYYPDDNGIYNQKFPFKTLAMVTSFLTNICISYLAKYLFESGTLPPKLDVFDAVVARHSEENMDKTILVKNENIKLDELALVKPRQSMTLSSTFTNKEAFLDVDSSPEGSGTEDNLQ
# CHT allo act: CHT positive allosteric modulators, primary screen, cell-based, membrane potential dye, choline EC20; CHT-expressing cells; stronger effect = higher value; LV-AA mutant CHT in HEK293 cells; B-score at 10 µM; hit rate 0.49% among 310,000;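 active means initial fluorescence not abnormally high and integrated response B-score, plate-corrected, over 3 SD above library mean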
# The depositor's hits bear a star; i = inactive.
SMILES,CHT inh,CHT allo act
CC(=O)N(C(C)=O)S(=O)(=O)c1ccc(N=NN2CCOCC2)cc1,i,i
CCOC(=O)c1cnc2c(C)cccc2c1Nc1ccc(N2CCOCC2)cc1,i,i
COC(=O)C(Cc1ccccc1)NC(=O)CCNC(=O)c1ccco1 (stereo not given),i,i
Cn1c2c(c(=O)n(C)c1=O)C(c1ccccc1F)C(C#N)=C(N)O2 (stereo not given),i,i
COc1ccc(CCN(C)C(=O)c2ccc(S(=O)(=O)Nc3ccccc3F)cc2)cc1OC,i,i
Cc1cccc(Nc2ccccc2C(=O)OCC(=O)N(C)C2CCS(=O)(=O)C2)c1C (stereo not given),i,i
Cc1ccc(NC(=O)CSc2nnc(-c3cccnc3)n2-c2ccc(C)cc2)cc1,i,i
O=c1[nH]nc(CNc2ccc(O)cc2)c2ccccc12,i,i
CC(/C=C1\SC(=S)N(CCC(=O)Nc2ccc(O)cc2)C1=O)=C\c1ccccc1,i,i
Cc1cccc(NCN2C(=O)c3ccncc3C2=O)n1,i,i
CCOc1ccc(Br)cc1S(=O)(=O)Nc1cccc(S(=O)(=O)NC2=NCCC2)c1,i,i
Cn1c(CSc2nc3ccccc3s2)nnc1SCC(=O)NCCN1CCOCC1,i,i
C/C(=N\NC(=O)CC#N)c1ccc(Oc2ccccc2)cc1,i,i
Cc1nc(NC(=O)/C=C/c2ccccc2)sc1C(=O)Nc1ccccc1,i,i
COc1ccc(S(=O)(=O)N2CCN=C2SCc2cccnc2)cc1,i,i
C#CCNC(=O)C1=C[C@@H](C2CC2)C[C@@H](OCc2ccc(CO)cc2)O1,i,i
CCC1=NN(C(=O)c2ccc(Br)cc2)C(O)(c2ccccc2)C1 (stereo not given),i,i
CCc1ccc(OCC(=O)NNC(=O)CSc2nnc(-c3ccc(C)cc3)n2C)cc1,i,i
CCOC(=O)c1ccc(-n2c(C)ccc2C)cc1,i,i
O=C(NCc1ccco1)c1ccc(Cl)c(S(=O)(=O)N2CCOCC2)c1,i,i
COc1ccc2oc(=O)c(-c3nnc(NCc4ccco4)s3)cc2c1,i,i
CCC(C)[C@H](N)c1nnc(SCC(=O)c2ccc(Cl)cc2)o1 (stereo not given in full),i,i
FC(F)(F)c1cnc2c(c1)[nH]c(=S)n2-c1ccc(Cl)cc1,i,i
COc1ccccc1NC(=O)Cn1c(=O)n2nc(C)nc2c2ccccc21,i,i
Cc1noc(C)c1S(=O)(=O)N1CCCC1C(=O)O (stereo not given),i,i
CCOC(=O)c1[nH]c(C)c(CN(CCc2ccc(OC)c(OC)c2)C(=O)CCCC(=O)O)c1C,i,i
CC(C)Cn1cnc2c1c(=O)n(CC(=O)NC(=O)NC(C)(C)C)c(=O)n2Cc1ccccc1,i,i
O=c1oc2ccccc2cc1-c1csc(NN=C2CCCCC2)n1,i,i
N/C(=N\S(=O)(=O)c1cccs1)c1ccccc1,i,i
CN1C(=O)C(C)(C)c2cc(S(=O)(=O)NCC(=O)NCc3ccccc3)ccc21,i,i
NS(=O)(=O)c1ccc(CCNS(=O)(=O)c2cccc3nsnc23)cc1,i,i
CCOC(=O)CCc1cccc2c1CCC2=O,i,i
COC(=O)c1ccc(NC(=O)CC(=O)Nc2ccc(C(=O)OC)cc2)cc1,i,i
O=C(c1csc2c1CCCC2)N1CCN(c2cccc(C(F)(F)F)c2)CC1,i,i
Cc1ccccc1C(=O)NNC(=O)/C=C/c1ccccc1,i,i
COc1c(C)cccc1C(=O)NCc1ccc2c(c1)OCO2,i,i
O=c1cc(CN2CCN(C/C=C/c3ccccc3)CC2)c2cc(O)ccc2o1,i,i
CCCc1ncc(C(O)c2cccc(OC)c2)n1C (stereo not given),i,i
O=C(CCn1cccc1)NCc1ccc2c(c1)OCO2,i,i
O=C(Nc1nc2ccccc2s1)C1c2ccccc2Oc2ccccc21,i,i
CC1=C(C#N)C(NC(=O)C2CCCCC2)(C(F)(F)F)C(=O)N1 (stereo not given),i,i
Cc1cc(NC(=O)COC(=O)c2ccccc2[N+](=O)[O-])no1,i,i
Cc1ccc(-n2nnnc2SCC(=O)Nc2ncc(Cc3ccccc3Cl)s2)cc1,i,i
Cc1cc(OCCN2CCOCC2)ccc1Cl,i,i
O=C(COc1ccccc1Cl)N1CCN(c2ccc([N+](=O)[O-])c(N3CCCCC3)c2)CC1,i,i
CCN(CC)S(=O)(=O)c1ccc(N2CCOCC2)c(NC(=O)CNCCc2ccccc2)c1,i,i
Cc1ccc(N(C(=O)c2ccco2)C(C(=O)NC2CCCC2)c2cccnc2)cc1C (stereo not given),i,i
Cc1cccn2c(CN3CCSCC3)c(C(=O)N3CCOCC3)nc12,i,i
Cn1cccc1CC(=O)N/N=C\c1ccccc1,i,i
CC(C)(C)c1ccc(C(=O)N2CCCC2)s1,i,i
COc1cc(NC(=O)c2cc([N+](=O)[O-])ccc2NC(=O)CNC2CCCCC2C)cc(OC)c1 (stereo not given),i,i
COCCn1c(SCc2cc(=O)n3ccsc3n2)nnc1-c1ccncc1,i,i
CCC1CC2CC(NC(C)=O)C1C2 (stereo not given),i,i
COc1ccc(C)cc1-n1c(SCC(=O)Nc2cccc(C(=O)O)c2)nc2ccccc2c1=O,i,i
O=C(c1ccco1)N1CCN(c2cc(N3CCOCC3)c(F)cc2[N+](=O)[O-])CC1,i,i
CCOC(=O)N1CCC(=NNc2ccnc3cc(Cl)ccc23)CC1,i,i
CN1/C(=C\C(=O)Nc2ccc(Br)cc2)C(C)(C)c2ccccc21,i,i
CN(Cc1ccccn1)C(=O)C1CCC(=O)N(Cc2cccc(F)c2)C1 (stereo not given),i,i
O=C(CN1CCN(c2ccc(F)cc2)CC1)OCc1ccccc1,i,i
CS(=O)(=O)N(CC(=O)N1CCN(c2ccccc2F)CC1)C1CCCCC1,i,i

# The listing continues:
SMILES,CHT inh,CHT allo act
CS(=O)(=O)Nc1ccccc1C(=O)Nc1cc2c(cc1C(=O)O)OCCCO2,i,i
CC(C)c1ccc(-c2csc3ncnc(N4CCN(C)CC4)c23)cc1,-11*,i
Cn1c(SCc2ccccc2F)nnc1-c1ccccn1,i,i
CCCCCCCCNC1=CC(=O)CC(C)(C)C1,i,i
CC1CCC(NC(=O)CNC(=O)c2cccs2)CC1 (stereo not given),i,i
COCCOc1cc(N)c(Cl)cc1Cl,i,i
COc1ccc(C(=O)NCC(c2cccnc2)N2CCN(c3ccccc3OC)CC2)cc1OC (stereo not given),i,i
O=C(c1c[nH]c2ccccc2c1=O)N1CCCCCC1,i,i
O=C(NCCNC(=O)c1ccc(F)cc1)c1ccc(F)cc1,i,i
Nc1nncn1C(=O)c1cccs1,i,i
CS(=O)(=O)N(CC(=O)Nc1ccc(F)c(F)c1)c1cccc([N+](=O)[O-])c1,i,i
CCC(C(=O)N1CCc2cc(OC)c(OC)cc2C1)c1ccccc1 (stereo not given),i,i
OC(CN1CCCCC1)Cn1c(C(F)(F)F)nc2ccccc21 (stereo not given),i,i
CCc1ccc(/C=N/NC(=S)NCCc2ccccc2)cc1,i,i
O=C(COc1cccnc1[N+](=O)[O-])N1CCN(S(=O)(=O)c2ccccc2)CC1,i,i
O=C(c1ccc2oc(CCCc3ccccc3)nc2c1)N1CCCC1,i,i
COC(=O)CCC(=O)Nc1ccc(OC)cc1,i,i
CC(Oc1ccc2ccccc2c1)C(=O)NNC(=O)Nc1ccccc1 (stereo not given),i,i
CCN(CC(=O)Nc1ccc2c(c1)OCCO2)C(=O)c1ccc(C)c(S(=O)(=O)N2CCOCC2)c1,i,i
CCOC(=O)N1CCN(C(=O)C(CC(C)C)NS(=O)(=O)c2ccc3c(c2)oc(=O)n3C)CC1 (stereo not given),i,i
CCCCCc1nnc(NC(=O)CS(=O)(=O)Cc2ccccc2)s1,i,i
COc1ccccc1-c1noc(-c2ccccc2C(=O)Nc2cccnc2)n1,i,i
Cc1ccc(NS(=O)(=O)c2cccc(C(=O)NNC(=O)c3ccco3)c2)c(C)c1,i,i
O=S1(=O)C=C(N2CCOCC2)c2ccccc21,i,i
Cc1ccccc1/C=N/Nc1nc2ccccc2[nH]1,i,i
COc1ccc(NC(=O)c2cccnc2N2CCOCC2)cc1,i,i
COC(C(=O)N1CCC(CCC(=O)Nc2ccccc2)CC1)c1ccccc1 (stereo not given),i,i
COc1ccc2nc(SCC(=O)Nc3ccc(S(=O)(=O)Nc4onc(C)c4C)cc3)[nH]c2c1,i,i
O=C(CSc1ccccc1)Nc1ccc(-c2nc3ccccc3[nH]2)cc1,i,i
Cc1cccc(NC(=O)Cn2c([N+](=O)[O-])cnc2C)c1C,i,i
C/C(CC(=O)Nc1cccc2c1CCCC2)=N\NC=O,i,i
O=C(COC(=O)Cc1c[nH]c2ccccc12)NC1CCCCC1,i,i
O=C(CCl)NN1C(=O)NC(c2ccccc2)(c2ccccc2)C1=O,i,i
COc1ccc(S(=O)(=O)Nc2ccc(O)c(Sc3ncn[nH]3)c2)cc1,i,i
CC1(C)Cc2c(C#N)c(NCc3ccco3)nc(-c3ccco3)c2CO1,i,i
COc1ccc(C(=O)COc2ccc3ccc(=O)oc3c2)cc1,i,i
CCN1C(=O)c2cccc3c(NC(=O)c4ccc(S(=O)(=O)N5CCOCC5)cc4)ccc1c23,i,i
COc1ccccc1CCCNC(=O)C1CCC(=O)N(Cc2ccccc2F)C1 (stereo not given),i,i
O=C(N/N=C/c1ccc(Br)s1)c1cccnc1,i,i
CC(=O)c1ccc(OCc2cc(C(=O)N3CCC(c4ccncc4)CC3)no2)cc1,i,i
CCN1C(=O)CC(NNC(=O)c2ccc(Cl)cc2)C1=O (stereo not given),i,i
CC(C)(C)c1ccc(OCC(=O)NNC(=O)Nc2ccccc2)cc1,i,i
O=C(CSCc1nc2ccccc2[nH]1)N1CCN(c2cccc(Cl)c2)CC1,i,i
COc1ccc2oc(C(=O)OCC(=O)Nc3ccc(OC)c(S(N)(=O)=O)c3)c(C)c2c1,i,i
Cc1ccc(N(Cc2cc3ccc(C)cc3[nH]c2=O)S(=O)(=O)c2ccccc2)c(C)c1,i,i
CC(=NCc1cccc(Cl)c1)c1nc(-c2ccco2)oc1O,i,i
CN(C)S(=O)(=O)c1ccc(C(=O)OCC(=O)NCc2ccccc2)cc1,i,i
COC(=O)c1nc2n(n1)C(c1cccc(Cl)c1)C1=C(CC(C)(C)CC1=O)N2 (stereo not given),i,i
Cc1cc(N2CCCCC2)c(F)cc1[N+](=O)[O-],i,i
COCCNS(=O)(=O)c1ccc(OCC(=O)OC)c(Cl)c1,i,i
CCCCNC(=O)CCn1nc(-c2ccccc2)c2ccccc2c1=O,i,i
COc1ccccc1NC(=O)C1=C(C)NC2=C(C(=O)CCC2)C1c1ccc2c(c1)OCO2 (stereo not given),i,i
Cc1cccc(C(=O)N2CCc3cc(-c4nc(NC(=O)Cn5nnc6ccccc6c5=O)sc4C)ccc32)c1,i,i
Cc1nnc2n(C3CCCCC3)c(=O)c3c4c(sc3n12)COC(C)(C)C4,i,i
O=S(=O)(Nc1ncccn1)c1ccc(-n2cnnn2)cc1,i,i
CCOc1ccc(OCCC(=O)OCC(=O)Nc2ccc(Cl)cn2)cc1,i,i
C/C=N\NC(=O)COc1cc(C)ccc1C,i,i
O=C(Nc1ccc2[nH]c(=O)[nH]c2c1)Nc1ccc(F)cc1F,i,i
Cc1cccc(OC(=O)Cn2c(C(F)(F)F)nc3ccccc32)c1,i,i
CCN1CCN(CCNC(=O)c2ccc3c(c2)N(Cc2ccc(F)cc2)C(=O)c2ccccc2S3=O)CC1 (stereo not given),i,i

# Following part.
SMILES,CHT inh,CHT allo act
COc1cc(S(=O)(=O)N2CCCCC2)ccc1NC(C)=O,i,i
COc1ccc(C(=O)NCCS(=O)(=O)N2CCOCC2)cc1,i,i
CCOc1ccsc1C(=O)O,i,i
CCSc1nc(O)cc(=O)n1-c1ccc(OC)cc1,i,i
CCOC(=O)N1CCN(C(=O)CN(c2ccccc2OC)S(=O)(=O)c2ccc(OC)cc2)CC1,i,i
CCOC(=O)c1c(NC(=O)C2CCCCC2C(=O)O)sc2c1CCCCC2 (stereo not given),i,i
COc1cccc(CNC(=O)CCCn2c(=S)[nH]c3cc4c(cc3c2=O)OCO4)c1,i,i
O=S1(=O)CCOCCCN1Cc1cccc(C(F)(F)F)c1,i,i
COc1ccc(CCN=C(N)NS(=O)(=O)c2cc(F)ccc2OC)cc1,i,i
